Bioassay records: PubChem BioAssay, Broad Institute
miR122 inh: miR-122 Renilla sensor signal increase in Huh7, primary screen, miR-122 inhibitor project, cell-based, single point, plate reader. Huh7 miR-122 Renilla luciferase sensor, 48 h; neutral wells = 0, positive control = 100. activation (reporter increase), % at 12.5 µM. 340,000 tested, 0.3% active;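 active means mean replicate activation score at least 90 and every replicate individually at or above 90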;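 further: higher luciferase means less miR-122 activity so hits act as miR-122 inhibitors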
RAD54 inh: inhibitors of human RAD54 branch migration, primary screen, biochemical, fluorescence, single point; DNA repair and recombination protein RAD54-like (Homo sapiens), Q92698; RAD54 Holliday junction branch migration, FAM/BHQ fluorescence; inhibition, % at 10.4 µM; 360,000 tested, 0.14% active; AID 602329, 2012;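 active means mean normalized replicate activity at least 40 and at least half of replicates scoring 40 or more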;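 further: 0% = median of neutral control wells and 100% = median of positive control wells; inhibitors cause a drop in the FAM fluorescence signal; in these data hits start at about 50%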
Target sequence (Q92698 whole entry, looked up): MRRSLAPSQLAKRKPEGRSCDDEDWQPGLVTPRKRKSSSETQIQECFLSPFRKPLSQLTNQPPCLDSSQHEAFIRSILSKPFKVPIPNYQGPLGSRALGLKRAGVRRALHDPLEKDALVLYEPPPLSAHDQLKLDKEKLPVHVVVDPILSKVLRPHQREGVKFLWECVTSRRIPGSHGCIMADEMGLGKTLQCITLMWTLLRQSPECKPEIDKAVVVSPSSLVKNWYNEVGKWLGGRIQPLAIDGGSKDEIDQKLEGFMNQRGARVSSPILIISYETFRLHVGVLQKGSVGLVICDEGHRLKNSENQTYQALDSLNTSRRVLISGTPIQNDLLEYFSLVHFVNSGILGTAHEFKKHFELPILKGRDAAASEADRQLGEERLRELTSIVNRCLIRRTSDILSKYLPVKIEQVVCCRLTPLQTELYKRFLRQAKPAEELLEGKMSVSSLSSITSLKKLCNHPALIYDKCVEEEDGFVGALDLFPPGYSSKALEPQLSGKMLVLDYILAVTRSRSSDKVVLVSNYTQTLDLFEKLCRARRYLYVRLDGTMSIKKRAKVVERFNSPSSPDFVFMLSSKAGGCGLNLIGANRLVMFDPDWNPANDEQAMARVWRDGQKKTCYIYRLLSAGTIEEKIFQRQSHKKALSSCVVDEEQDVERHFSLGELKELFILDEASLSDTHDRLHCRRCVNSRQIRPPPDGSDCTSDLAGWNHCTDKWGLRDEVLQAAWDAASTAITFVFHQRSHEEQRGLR
PglD DTNB: C. jejuni PglD acetyltransferase inhibitors, primary screen, biochemical, DTNB colorimetric, single point; UDP-N-acetylbacillosamine N-acetyltransferase PglD (Campylobacter jejuni); purified PglD enzyme, DTNB colorimetric CoA detection; inhibition, % at 12.5 µM; 360,000 tested, 0.098% active; AID 602405, 2012; in the data active means inhibition above about 16%, passing the limit was not always enough; further: strong numbers were not always called active
E-selectin induc: E-selectin induction in HUVECs, primary screen, imaging, HUVEC, immunofluorescence imaging, single point; P16581; activation, % at 7.58 µM; normalized: neutral wells 0, TNF-alpha wells 100; 260,000 tested, 0.37% active;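 active means mean E-selectin-positive cell signal at least 10% of the positive control, reached in at least 60% of replicates, without over 20% cell loss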;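 further: in these data hits start at about 27%; measured in HUVEC primary endothelial cells; signal is the percent of cells scored E-selectin positive by PE staining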
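System: HUVEC, human umbilical vein endothelial cells; quantity: 3,000 cells/well; buffer or medium: EGM-2 medium, gelatin-coated wells; dosing: single-point compound dose; detection: immunofluorescence imaging; evaluation: % PE-positive cells; benchmarks: TNF-alpha, DMSO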
ERAP1 inh: human ERAP1 aminopeptidase inhibitors, primary screen, biochemical, single point, plate reader. recombinant ERAP1, Leu-AMC fluorescence, 60 min. Endoplasmic reticulum aminopeptidase 1 (Homo sapiens), Q9NZ08. inhibition, % at 10.7 µM. 340,000 tested, 0.15% active;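 active means mean replicate inhibition of at least 30%, or all replicates individually reaching that 30% level; inactive means mean below 30% and not every replicate reaching it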;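 further: 0% = neutral control wells and 100% = L-leucinethiol positive control wells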
PGC1a acetyl inh: inhibitors of PGC1a acetylation signal, primary screen, cell-based, U2OS, AlphaScreen, inhibitor mode. inhibition, % at 15.6 µM. AlphaScreen anti-acetyl-lysine; with virally co-expressed GCN5 acetyltransferase. 350,000 tested, 0.17% active;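 active means every replicate shows inhibition of at least 40%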;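 further: 0% = neutral control wells and 100% = positive control wells; some results beyond the cut were filed as inactive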
RAD52 inh: RAD52 DNA annealing inhibitors, primary screen, biochemical, FRET, single point, set 2; inhibition, % at 18.7 µM; DNA repair protein RAD52 homolog (Homo sapiens), P43351; AID 651710, 2012; recombinant RAD52 DNA annealing, FRET fluorescence; 360,000 tested, 0.46% active;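 active means every replicate showing at least 50% inhibition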
Cneo AK release: Cryptococcus neoformans cell lysis inducers, primary screen, AK release luminescence, single concentration | C. neoformans lysis, adenylate kinase release luminescence, 4 h; normalised: neutral wells 0, clomiphene wells 100 | lysis activity, % at 15 µM | 360,000 tested, 0.2% active | AID 651654, 2012;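 active means mean lysis activity across replicates of at least 80%, whatever share of replicates individually reach that level; inactive means mean lysis activity below 80%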
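Assay system: C. neoformans cells. Amount: yeast cell density of 5 × 10^6 cells/mL. Technique: AK luminescence. Buffer or medium: YPD. Times: static 4 h at 37 °C with compound, 1 h detection. Dosing: single-point compound dose. Read-out: lysis from increased AK signal.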
Starred values were filed as active, the others as inactive; / = no result given; & = joins results of further samples; [ ] = another dose, or the depositor's remark. This is a random part of the collection; about 1.4% have a hit in one of these screens.

SMILES	miR122 inh	RAD54 inh	PglD DTNB	E-selectin induc	ERAP1 inh	PGC1a acetyl inh	RAD52 inh	Cneo AK release
CN1c2ccc(C#Cc3cccnc3)cc2[C@@H]2[C@@H](CCN2C(=O)c2cccc(F)c2)[C@H]1CO	-10[16.7 µM]	-8	4	-0.2	/	-32	/	-13
CC(C)NC(=O)Nc1cccc2c1O[C@H](CN(C)S(C)(=O)=O)[C@@H](C)CN([C@H](C)CO)C2=O	1	-1&2	1&0	0.0	-3&0	9&-4	-5&12	0&1
O=C(C[C@@H]1C=C[C@H](NC(=O)CN2CCOCC2)[C@H](CO)O1)NC1CCCCC1	/	-1	-4	0.2	-1	-18	-8	-6
CC(=O)Cn1ncc(N(C)Cc2ccccc2)c(Cl)c1=O	/	-3	1	-0.1	4	/	-8	-28
O=C(COc1ccc(Cl)cc1)NCCNc1ccc([N+](=O)[O-])cc1	-3	6	6	-1.8	-1	-1	-15	-3
COC(=O)c1ccc(N/C(C)=C/C(=O)c2ccc(C)o2)cc1	-2	-6	-2	/	3	/	-3	-4
COc1ccc(C2=NS(=O)(=O)N(C)C(C(=O)N3CCCCC3C)=C2)cc1 (configuration not stated)	/	3	-4	/	3	/	-3	-2
O=C(/C=C/c1ccccc1Cl)NCc1ccccc1	-1	5	2	/	/	6	/	-4
COc1ccc(NC(=O)c2ccccc2NC(=O)c2cccs2)cc1	2	10	-1	-0.1	-4	-4	-6	-2
Cn1cnnc1SCc1ccccc1	3	-1	5	/	/	11	/	1
COC(=O)c1ccccc1NC(=O)COC(=O)CO/N=C(\C)c1ccc2c(c1)OCO2	-5	4	-2	0.0	-5	/	2	1
COc1ccc(C(=O)NC2CCN(C(=O)Nc3ccc(F)cc3)CC2)cc1	-1	2	-1	-0.2	-3	-5	-7	-3
C[C@H]1CN([C@@H](C)CO)S(=O)(=O)c2ccc(-c3ccncc3)cc2O[C@H]1CN(C)Cc1ccccc1	3[16.7 µM]	0	-1	-0.2	-3	5	-1	-4
CCCCNC(=O)c1ccc2c(c1)C(=O)N(Cc1ccncc1)C2=O	/	-6	/	0.6	0	/	-7	0
Cc1c2n(c3ccccc13)CCN(C)C2	-2	6	-4	0.2	-3	-11	4	2
CCOC(=O)c1c(NC(=O)c2cc(C)oc2C)sc(C(=O)Nc2ccc(Cl)cc2)c1C	-7	0	-4	/	/	-8	/	-1
COc1ccc(C2N(C(=O)CN3CCOCC3)CCN2S(=O)(=O)c2ccccc2)cc1 (configuration not stated)	1	7	4	/	/	4	/	0
Cc1nc(NC(=O)CSc2nnc(-c3ccncc3)n2C)sc1C	5	-13	-5	/	0	1	-2	-1
Cc1cc(C(O)c2ncc(-c3ccc(Oc4ccccc4)cc3)[nH]2)ccc1F (configuration not stated)	11	-3	0	0.1	-4	/	-158	1
CCCC(=O)C1=C(O)C(c2cccc(Oc3ccccc3)c2)CCC1=O (configuration not stated)	-5	-11	-17	/	-1	6	-6	-2
CO[C@@H]1CN(C)C(=O)c2ccc(NS(C)(=O)=O)cc2OC[C@H](C)N(CC2CC2)C[C@H]1C	/	-1	0	0.0	-3	-2	6	4
COc1ccccc1CCNC(=O)c1ccc(NC(=O)CC2SC(N3CCCCC3)=NC2=O)cc1 (configuration not stated)	-4	16	/	0.2	0	-9	-3	-1
Cc1noc(C)c1S(=O)(=O)Nc1ccc2c(c1)C(=O)N([C@H](C)CO)C[C@H](C)[C@@H](CN(C)Cc1ccc(C(=O)O)cc1)OCCCC[C@H](C)O2	4[16.7 µM]	-4	8	0.4	-5	18	19	1
O=C(Nc1nccs1)C(c1ccccc1)N1CCCCC1 (configuration not stated)	-4	1	0	-0.2	3	2	3	-4
CC(CC(=O)O)CC(=O)Nc1ccccc1C(=O)O (configuration not stated)	-2	-4	2	/	/	-10	/	0

Overlap with the part before: two compounds; new compounds follow.
SMILES	miR122 inh	RAD54 inh	PglD DTNB	E-selectin induc	ERAP1 inh	PGC1a acetyl inh	RAD52 inh	Cneo AK release
O=C(Nc1nccs1)C(c1ccccc1)N1CCCCC1 (configuration not stated)	-4	1	0	-0.2	3	2	3	-4
CC(CC(=O)O)CC(=O)Nc1ccccc1C(=O)O (configuration not stated)	-2	-4	2	/	/	-10	/	0
COCCCn1c(SCC(=O)n2c(C)c(C)c3ccccc32)nnc1-c1ccoc1C	-5	-10	-14	/	/	-3	/	1
c1ccc(Nc2cc(Nc3ccccc3)[nH]n2)cc1	/	11	-2	/	/	1	/	1
CCN(Cc1ccncc1)C(=O)c1cc(COc2ccc(C)c(C)c2)on1	-4	-2	0	-0.3	-1	4	-8	14
CCC(CC)C(=O)c1c[nH]c(C(=O)NCc2ccco2)c1	4	5	1	/	/	-28	/	0
CC(C)C[C@@H](CO)N1CCN(Cc2ccc([N+](=O)[O-])cc2)CCC1=O	0	2	5	-0.1	-2	19	-15	-3
CC1Cc2cc(-c3csc(NC(=O)Cc4cccs4)n3)ccc2N1S(C)(=O)=O (configuration not stated)	-22	-9	1	/	/	-39	/	-1
COCCNc1nc2c(c(=O)n(Cc3ccccc3F)c(=O)n2C)n1C	-1	1	-2	0.1	0	/	0	1
O=C(NNC(=O)c1ccc(Cl)c([N+](=O)[O-])c1)c1ccncc1	-8	6	8	0.0	2	-3	-3	-6
O=C(C[C@H]1CC[C@@H]2[C@H](COC[C@@H](O)CN2Cc2cc(F)cc(F)c2)O1)NC1CCC1	1[16.7 µM]	-4	3	0.0	1	-3	1	-4
CCN(CC)c1ccc(/C=N/NC(=S)NCc2ccccc2)cc1	4	-21	1	/	/	-15	/	7
COc1ccc(-c2ccc([C@@H]3[C@@H](CO)N4C(=O)CN(Cc5ccc(F)cc5)C[C@H]34)cc2)cc1	/	/	/	-0.1	-2	2	-4	/
O=C(CN1CCOCC1)N[C@H]1CC[C@H](CCn2cc(C3CC3)nn2)O[C@@H]1CO	/	4	7	-0.2	0	-3	9	-4
CC(=O)O/N=C/c1c(N2CCOCC2)n(C)c2ccccc12	-20	4	-11	-2.0	/	/	/	4
O=CNCCCc1nc2ccccc2n1CCc1ccccc1	4	-8	4	-0.2	-1	1	-8	1
CCCCCCN1C[C@@H](O)[C@H](n2cc(COC(=O)c3ccccc3)nn2)C[C@@H]1c1ccc(OC)cc1	3	-5	1	2.6	/	-9	-95	1
NS(=O)(=O)c1ccc(CCNC(=O)CCCNC(=O)c2ccc(Cl)cc2)cc1	/	-1	0	-0.1	-4	/	-10	0
O=C(Nc1ccccc1)Nn1cnnc1	3	-2	4	-0.3	-2	-7	-3	-2
COc1ccc(/C=N/NC(=S)Nc2ccccc2)cc1COc1cccc(C)c1C	-2	-3	5	3.6	3	7	-8	0
COc1ccc(-c2nn(-c3ccccc3)cc2C(=O)NC2CCC(C)CC2)cc1 (configuration not stated)	0	-8	2	-0.4	0	/	-8	-2
CC(C)C#Cc1cnc2c(c1)C(=O)N([C@@H](C)CO)C[C@H](C)[C@H](CN(C)C(=O)Cc1ccccn1)O2	-6[16.7 µM]	3	2	-0.1	8	-15	10	-2
Cc1nc(C)c(C(=O)Nc2cccc(Cl)c2)o1	/	-2	2	/	/	-16	/	8
CC(C)(C)OC(=O)N/N=C\c1cccnc1	/	/	/	-0.9	-3	7	-7	/
Cc1ccc2c(c1)N(C(=O)CCC(=O)NCCCN1CCOCC1)CC(C)O2 (configuration not stated)	-4	2	2	/	4	-3	-9	1
CCOC(=O)N1CCC(NC(=O)c2cc(-c3ccc(F)cc3)[nH]c2C)CC1	0	1	1	/	/	-2	/	20
CC(OC(=O)c1cccc(-n2cnnn2)c1)C(=O)Nc1ccc(N(C)C)cc1 (configuration not stated)	-4	-4	2	/	-1	/	0	-2

Going on with the list:
SMILES	miR122 inh	RAD54 inh	PglD DTNB	E-selectin induc	ERAP1 inh	PGC1a acetyl inh	RAD52 inh	Cneo AK release
COc1ccc(CCn2nc(C)c([N+](=O)[O-])c2C)cc1	-10	2	-5	-0.7	1	3	-16	-1
Cc1cc(=O)oc2cc(NS(=O)(=O)c3ccccc3)ccc12	-1	9	6	/	/	1	-20	2
CS(=O)(=O)N(CC(=O)N1CCCCCC1)c1cc(Cl)ccc1Cl	0	5	-4	/	0	/	-9	-1
Cc1ccc(C2CC(c3ccccc3)=NN2C(=S)Nc2ccccc2)o1 (configuration not stated)	51	-3	7	/	/	-7	/	-1
CN(C)c1cccc(C(=O)NCCCn2ccc3ccccc32)c1	-2	1	3	0.3	2	/	-32	0
Cc1noc(C)c1S(=O)(=O)Nc1ccc2c(c1)C(=O)N([C@H](C)CO)C[C@@H](C)[C@H](CN(C)C)OCCCC[C@@H](C)O2	1[16.7 µM]	4	-2	-0.1	3	-3	-20	3
CCCCOc1ccccc1Cn1c(=O)oc2ccc(C)cc21	-16	-1	3	/	1	-2	-4	/
CN(C)C(=O)c1cccc(-c2ccc3c(c2)[C@H]2[C@H](CCN2C(=O)c2ccc(F)cc2)[C@@H](CO)N3C)c1	21[16.7 µM]	-17	-1	-0.3	/	-8	/	-3
COc1ccc(Cl)cc1NC(=O)CN(C)CC(=O)NCc1ccc(F)cc1	-12	-10	-5	-0.4	1	-2	-7	-2
O=C(Nc1ccccc1)OCCN1CCOCC1	/	1	6	-0.1	0	3	8	-1
COc1ccc(/C=C(/NC(=O)c2ccccc2)C(=O)N2CCCCC2)cc1	2	5	-5	-0.5	1	4	-10	1
CCN(C[C@H]1[C@H](c2ccccc2)[C@@H](CO)N1C(C)=O)C(=O)NC(C)C	-6[16.7 µM]	-1	0	0.2	2	-4	-9	1
Cc1cccc(Cc2cccc(C)c2O)c1O	3	7	9	0.3	3	18	-14	5
Cc1cc(=O)[nH]c(SCC(=O)N2C(C)CCCC2C)n1 (configuration not stated)	-1	-3	2	-0.2	1	6	-19	0
CC1CCN(C(=O)C(NS(=O)(=O)c2cccc3nsnc23)C(C)C)CC1 (configuration not stated)	0	2	-1	/	-2	14	-17	-1
COc1cccc(-c2nc(C#N)c(N3CCN(C(=O)c4ccco4)CC3)o2)c1	-1	-7	-6	0.1	-1	/	-7	4
COc1ccc(Cc2noc(COc3ccc(Cl)cc3)n2)cc1	/	-1	-2	/	/	28	/	12
CN(C)C(=O)CCc1ccc2c3c([nH]c2c1)[C@]1(CCc2ccccc2)[C@@H](C(=O)N2CCCCC2)C[C@H](CC(=O)NCCc2ccccn2)C(=O)N1CC3	36	11	1	/	1	1	-4	0
COc1ccccc1S(=O)(=O)Cc1ccc(C(=O)NC2CCCCC2)o1	9	9	/	/	/	6	/	-1

As entered above.
PglD DTNB result of `Cc1ccc2c(c1)N(C(=O)CCC(=O)NCCCN1CCOCC1)CC(C)O2` (configuration not stated) reads 2
miR122 inh result of `Cc1noc(C)c1S(=O)(=O)Nc1ccc2c(c1)C(=O)N([C@H](C)CO)C[C@H](C)[C@@H](CN(C)Cc1ccc(C(=O)O)cc1)OCCCC[C@H](C)O2` reads 4[16.7 µM]
PglD DTNB result of `COC(=O)c1ccccc1NC(=O)COC(=O)CO/N=C(\C)c1ccc2c(c1)OCO2` reads -2
miR122 inh result of `CN(C)c1cccc(C(=O)NCCCn2ccc3ccccc32)c1` reads -2
ERAP1 inh result of `O=C(CN1CCOCC1)N[C@H]1CC[C@H](CCn2cc(C3CC3)nn2)O[C@@H]1CO` reads 0
